Screens (PubChem)
TexasRed fluor – Texas Red fluorescence interference in TRb-SRC2 counter-screen | TRb/SRC2 Texas Red total fluorescence interference | Potency, µM (doses to about 106 µM), for inactives: at the highest dose fluorescence change, negative = quenching | 0.29% of 280,000 active; active = well fitted curve in either direction with a large enough effect; inconclusive = small, poorly fitted or top-dose-only effect; note: potency is the fitted concentration of half-maximal effect; % is set by controls: 0 for no effect and ±100 for the full control effect
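Flags fluorescent or light-absorbing compounds by total fluorescence, S + 2P, at 555 nm excitation and 632 nm emission. Mixture: 20 nM Texas Red SRC2 peptide, 0.6 uM human TRb LBD, 1 uM T3, 5% DMSO; compound exposure 5 h at ambient temperature.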
CBFb RUNX1 block – inhibitors of human CBF-beta and RUNX1 interaction | Q01196+Q13951 | AlphaScreen CBFb-His/RUNX1-biotin binding, biochemical | Potency, µM (doses to about 59.8 µM), for inactives: at the highest dose activity, negative = inhibition, most hits filed as inhibitors | 230,000 tested, under 10 active | AID 1477; note: % of control where 0% means no effect
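Proteins preincubated together for 20 min at RT before compound addition; 15 min later, nickel and streptavidin beads were added and left 90 min prior to AlphaScreen measurement.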
Tau fibril FP – tau fibrillization inhibition (FP); P10636; K18 P301L tau heparin fibrillization, Alexa594 FP, 6 h; Potency, µM (top dose mostly 57.7 µM), inactives show at the top dose activity, negative = inhibition, actives largely listed as inhibitors; 0.39% of 280,000 active; AID 1468; note: potency is the fitted concentration of half-maximal effect; % is set by controls: 0 for no effect and ±100 for the full control effect; nearly all actives have a fitted effect of over 55% in size
Target sequence (P10636 561-689 P618L limits assumed): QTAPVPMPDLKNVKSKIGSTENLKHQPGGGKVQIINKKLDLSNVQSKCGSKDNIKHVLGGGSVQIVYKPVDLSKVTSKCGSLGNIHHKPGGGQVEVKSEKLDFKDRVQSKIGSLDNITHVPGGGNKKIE
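Human tau K18 […] P301L fragment, 15 uM unlabeled plus 0.24 uM Alexa 594-labeled tau (final), with compound and 20 uM heparin in 100 mM sodium acetate pH 7; 6 hr at 37 C, then Alexa 594 FP read.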
Tau fluor counter – counter-screen for tau fibril formation inhibitors; tau K18 P301L Alexa594 fluorescence, heparin fibrillization; 0.93% of 280,000 active; Potency, µM (titrated, usually from 57.7 µM), without a hit: at the top dose activity change, negative = decrease; note: potency is the fitted concentration of half-maximal effect; % is set by controls: 0 for no effect and ±100 for the full control effect; nearly all actives have a fitted effect of over 55% in size
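Human tau K18 P301L (15 uM unlabeled, 0.24 uM Alexa 594-labeled) in 100 mM sodium acetate pH 7 with 20 uM heparin, 6 hr at 37 C. ThT 30 uM added, 1 hr ambient; Alexa 594 FP and total fluorescence read at 555/632 nm.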
TRb SRC2 PPI – TRbeta-SRC2 interaction inhibition; P10828; TRbeta-SRC2 peptide binding, fluorescence polarization; receptor liganded with 1 µM T3; Potency, µM (doses to about 106 µM), inactives show at the highest dose activity change, negative = inhibition, usual class: inhibitors; 0.065% of 280,000 active;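 note: potency is the fitted concentration of half-maximal effect; plate controls were bound peptide for no effect and peptide without receptor for full effect; nearly all actives have a fitted effect of over 50% in size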
Target sequence (P10828 whole entry, looked up): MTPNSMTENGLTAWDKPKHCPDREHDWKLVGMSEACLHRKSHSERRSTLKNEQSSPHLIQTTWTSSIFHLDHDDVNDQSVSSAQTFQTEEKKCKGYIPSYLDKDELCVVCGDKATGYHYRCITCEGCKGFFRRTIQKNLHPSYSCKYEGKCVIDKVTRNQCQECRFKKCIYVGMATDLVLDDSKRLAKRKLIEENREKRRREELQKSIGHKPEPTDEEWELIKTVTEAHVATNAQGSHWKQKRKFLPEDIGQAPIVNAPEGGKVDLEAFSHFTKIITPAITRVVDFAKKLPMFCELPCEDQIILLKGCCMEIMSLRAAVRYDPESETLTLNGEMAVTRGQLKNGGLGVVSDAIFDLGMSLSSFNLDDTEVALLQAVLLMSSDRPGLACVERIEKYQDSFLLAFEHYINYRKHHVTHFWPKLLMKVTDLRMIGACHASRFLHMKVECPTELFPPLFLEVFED
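Human TRb LBD (0.6 uM) plus Texas Red-labeled SRC2 peptide (20 nM), 1uM T3, 5% DMSO, 5 hr at ambient temperature. Decreased polarization (555/632 nm) flags inhibition; data normalized to free and bound peptide controls.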
NPSR antag – blocks cAMP signaling of the human neuropeptide S receptor; CHO-NPSR cells, cAMP TR-FRET, antagonist mode; Potency, µM (top dose mostly 38.3 µM), without a hit: top-dose activity change, negative = inhibition, most hits filed as inhibitors; 1% of 220,000 active; AID 1461; note: potency is the fitted concentration of half-maximal effect; % is set by controls: 0 for no effect and ±100 for the full control effect; nearly all actives have a fitted effect of over 50% in size; many of its hits are not listed in these tables
Target sequence (Q6W5P4 whole entry, looked up): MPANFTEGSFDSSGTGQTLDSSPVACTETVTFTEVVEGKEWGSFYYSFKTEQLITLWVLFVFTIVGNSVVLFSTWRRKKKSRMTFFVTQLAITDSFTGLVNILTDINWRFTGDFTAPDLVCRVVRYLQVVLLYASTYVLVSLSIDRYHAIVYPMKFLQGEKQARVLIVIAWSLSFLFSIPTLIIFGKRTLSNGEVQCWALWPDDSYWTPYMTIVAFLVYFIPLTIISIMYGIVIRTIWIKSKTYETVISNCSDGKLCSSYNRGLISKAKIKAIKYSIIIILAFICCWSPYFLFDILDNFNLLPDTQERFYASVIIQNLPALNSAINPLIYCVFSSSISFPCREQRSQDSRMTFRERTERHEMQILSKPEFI
aGal spleen mod – inhibits or activates alpha-galactosidase in human spleen homogenate; P06280; human spleen homogenate, 4MU-alpha-Gal fluorescence, 40 min; Potency, µM (highest dose often 80 µM), for the others: top-dose activity change, negative = inhibition, usual class: inhibitors; 0.008% of 240,000 active;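 note: potency is the fitted concentration of half-maximal effect; 0% = enzyme with vehicle and -100% = no enzyme basal signal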
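Inhibition or activation of alpha-galactosidase in human spleen homogenate is scored by 4-MU fluorescence after 40 min at 37C, pH 5.0, with 1 mM substrate. AC50s come from concentration-response fitted to the Hill equation.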
Epigenetic reg – derepresses silenced GFP reporter in murine cells. murine LDR cells, GFP reporter derepression, 30 h. 0.2% of 280,000 active. Potency, µM (doses to about 53.9 µM), for the others: top-dose GFP activation, actives largely listed as activators. AID 1865; note: potency is the fitted concentration of half-maximal effect; % of control where 0% means no effect; nearly all actives have a fitted effect of over 60% in size
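Readout is the number of GFP-expressing murine LDR cells, counted by cytometry following washing. Cells were treated with compound for 30 h at 37 C; the stably integrated CMV-GFP locus is normally silent.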
Numbers without * were called inactive; ? = inconclusive; / = not tested or not shown; [ ] = another dose, or the depositor's remark. Unless noted, calls come from the whole dose curve; as a rule, active = well fitted curve in the direction sought with a large enough effect; inconclusive = small, poorly fitted or top-dose-only effect, or another doubt; inactive = no such curve, though single readings can be large; an effect the other way counts as inactive or inconclusive.

The opening 3 compounds, ahead of the listing:
SMILES	TexasRed fluor	CBFb RUNX1 block	Tau fibril FP	Tau fluor counter	TRb SRC2 PPI	NPSR antag	aGal spleen mod	Epigenetic reg
C=CCOC(=O)C1=C(C)NC(SCC(=O)Nc2ccc(C)c(Cl)c2)=C(C#N)C1c1ccco1 (stereo not given)	0%	-3%	?	?	-11%	9%[7.67 µM]	-1%	-6.1%
Cc1cccc(N2CCN(C(=O)CN3C(=O)COc4ccc(S(=O)(=O)N5CCOCC5)cc43)CC2)c1C	1%	/	-1%	-15%	2%	/	/	-3.3%
COc1cc(C(=O)OCCCN2CCOCC2)ccc1O	-3%	6%	3%	7%	2%	1%	5%	1.1%

Main list, from the start:
SMILES	TexasRed fluor	CBFb RUNX1 block	Tau fibril FP	Tau fluor counter	TRb SRC2 PPI	NPSR antag	aGal spleen mod	Epigenetic reg
C=CCOC(=O)C1=C(C)NC(SCC(=O)Nc2ccc(C)c(Cl)c2)=C(C#N)C1c1ccco1 (stereo not given)	0%	-3%	?	?	-11%	9%[7.67 µM]	-1%	-6.1%
Cc1cccc(N2CCN(C(=O)CN3C(=O)COc4ccc(S(=O)(=O)N5CCOCC5)cc43)CC2)c1C	1%	/	-1%	-15%	2%	/	/	-3.3%
COc1cc(C(=O)OCCCN2CCOCC2)ccc1O	-3%	6%	3%	7%	2%	1%	5%	1.1%
O=C(COC(=O)COc1ccc(Cl)cc1Cl)Nc1cccnc1Cl	?	4%	-6%	-13%	-14%	-1%	-1%	0.0%
COc1ccccc1Nc1nc2nonc2[nH]c1=O	-7%	4%	1%	-8%	-6%	24%	9%	-2.6%
O=C(Cn1cnc2cc([N+](=O)[O-])ccc2c1=O)NCc1ccc(Cl)cc1	0%	-7%	8%	-22%	-1%	-5%	0%	-3.5%
COc1ccc(NC(=O)CSc2nnc(-c3ccncc3)n2CC2CCCO2)c(OC)c1 (stereo not given)	0%	12%	3%	-1%	-8%	2%[46.1 µM]	0%	0.0%
CC(C)c1onc(C(=O)N2CCN(c3ccccc3)CC2)c1[N+](=O)[O-]	0%	10%	0%	-14%	-2%	0%	-9%	9.6%
CCOc1ccccc1NC(=O)N1CCC(N2CCN(Cc3ccccc3)C(=O)C2=O)CC1	1%	/	-3%	-1%	-5%	/	/	-1.3%
CN(Cc1ccccc1)S(=O)(=O)c1ccc(NS(=O)(=O)Cc2ccccc2)cc1	-3%	-2%	?	?	-3%	-27%[46.1 µM]	5%	-1.6%
CCOc1ccc(C(=O)N2CCC(c3nc4ccccc4o3)CC2)cc1	-13%	/	0%	-12%	3%	/	/	-0.8%
CCOc1ccc(C(C)=O)cc1CSc1nnc(-c2cccs2)n1CC1CCCO1 (stereo not given)	1%	5%	-9%	-3%	-2%	-5%[46.1 µM]	4%	1.0%
O=C(COc1ccc(CO)cc1)Nc1ccc(F)cc1	2%	2%	4%	0%	-6%	-4%[46.1 µM]	0%	-2.1%
CCCC(c1nnnn1Cc1ccco1)N1CCN(c2cc(Cl)ccc2C)CC1 (stereo not given)	-2%	0%	-5%	-14%	-1%	?	-5%	-5.3%
O=S(=O)(NC(=NCc1ccccc1)c1ccccc1F)c1ccccc1	-2%[53 µM]	4%	-2%	-7%	-1%[53 µM]	-8%	3%	1.0%
Cc1ccc(C(C)C)c2oc(=O)cc(-c3ccc(-c4ccc(C(F)(F)F)cc4)cc3)c12	1%	-4%	-5%[81.3 µM]	-8%[81.3 µM]	1%	/	7%	3.3%
COc1ccc(/C=C\C(=O)c2c(O)ccc3c(C)cc(=O)oc23)cc1OC	0%	-3%	-5%	-18%	-5%	-17%[46.1 µM]	3%	1.4%
CCCNc1nc2c(c(=O)n(C)c(=O)n2C)n1CCc1ccccc1	-4%	7%	1%	-5%	6%	-10%[46.1 µM]	0%	-1.2%
COc1ccc(-c2nc3c(c4c2C[C@H](c2ccccc2)OC4)CN(C(=O)C2CC2)CC3)c(C)c1	-3%[11.2 µM]	-5%[13.1 µM]	5%[11.6 µM]	6%[11.6 µM]	3%[11.2 µM]	/	-2%[17.5 µM]	/
CC(C)NC(=O)NC(=O)COC(=O)c1ccccc1Oc1ccccc1	1%	-3%	1%	-20%	3%	?	12%	0.1%
CC1CCCCN1C(=O)Cn1cc(C#N)c2ccccc21 (stereo not given)	1%	5%	1%	0%	5%	-1%	6%	-0.1%
CC(C)CNS(=O)(=O)c1ccc(CCC(=O)N2CCN(Cc3ccc4c(c3)OCO4)CC2)cc1	-1%	?	14%	2%	-5%	-10%[46.1 µM]	0%	-1.9%
CCOC(=O)N1CCC(NS(=O)(=O)c2ccc3c(c2)oc(=O)n3C)CC1	-2%	2%	-8%	2%	0%	0%[46.1 µM]	11%	2.7%
CCOc1ccc(NC(=O)c2cc(S(=O)(=O)N3CCOCC3)ccc2F)cc1	-2%	/	-12%	-15%	0%	/	/	2.9%
CCn1c(=O)cc(SCC(=O)NCc2ccc(OC)cc2OC)c2ccccc21	-9%	/	-9%	-4%	4%	/	/	-0.3%
Later entries:
SMILES	TexasRed fluor	CBFb RUNX1 block	Tau fibril FP	Tau fluor counter	TRb SRC2 PPI	NPSR antag	aGal spleen mod	Epigenetic reg
CCCCC(c1nnnn1CCOC)N1CCN(CC)CC1 (stereo not given)	0%	-5%	2%	-1%	5%	0%[46.1 µM]	-2%	0.0%
CCOC(=O)c1oc2ccccc2c1NC(=O)CN1CCOCC1	-4%	0%	5%	-5%[2.34 µM]	2%	-2%	-5%	-0.1%
O=C(c1ccc2ccccc2c1)N1CCN(c2ccc(O)cc2)CC1	1%	-18%	15%	-12%	5%	?	6%	-1.1%
Cc1noc(C)c1COc1cccc(C(=O)Nc2cccnc2)c1	-4%	4%	-7%	-2%	-7%	1%	9%	-0.2%
CSc1nc2c(c(=O)n1-c1ccc(C)cc1)SCC2	-2%	7%	9%	2%	6%	15%[46.1 µM]	8%	1.1%
Cc1ccc(-c2nnc(SCC(=O)NCC3CCCO3)n2C)cc1 (stereo not given)	-1%	3%	0%	-2%	-3%	0%[46.1 µM]	-16%	0.7%
O=C(Cn1c(=O)n(-c2ccc(Cl)cc2)c(=O)c2c3c(sc21)CCCCC3)Nc1cccc(Cl)c1	4%	/	?	-2%	3%	/	/	15%
NS(=O)(=O)c1ccc(NC(=O)CCn2c(=O)oc3ccccc32)cc1	-8%	/	-6%	-6%	7%	/	/	-0.1%
Cc1ccc(C)c(Cn2c(=O)n(Cc3ccccc3)c(=O)c3sc4ccccc4c32)c1	1%	/	-3%	-8%	-1%	/	/	-0.8%
O=C(N/N=C/C1=Cc2ccccc2OC1)c1ccncc1	-1%	4%	-1%	-11%	2%	18%	-3%	0.1%
O=C(Nc1cccnc1)Nc1ccc2c(c1)OCO2	-3%	1%	8%	-23%	3%	-8%[46.1 µM]	11%	-1.0%
COC(=O)c1cc(=O)n(Cc2ccc(F)cc2)c(=NCc2ccc(F)cc2)s1	0%	1%	?	-10%	4%	-8%	3%	3.8%
O=C(CSc1nnc2ccccn12)NC(=O)NC1CCCCC1	1%	2%	0%	0%	2%	0%[46.1 µM]	8%	0.0%
COc1ccc(CCN2C(=O)CC(N3CCC(C(N)=O)CC3)C2=O)cc1OC (stereo not given)	-9%	-2%	5%	5%	-7%	15%	-3%	2.0%
O=C(CSc1nc2ccccc2[nH]1)Nc1nc(-c2ccc(Br)cc2)cs1	-2%	-3%	?	?	2%	-14%	-1%	-1.9%
CC(C(O)C12CC3CC(CC(C3)C1)C2)N1CCCCC1 (stereo not given)	-1%	-1%	6%	2%	-3%	18%	9%	-0.1%
O=C(CN1C(=O)S/C(=C\C=C\c2ccccc2)C1=O)Nc1ccc(O)cc1	-1%[53 µM]	-1%	?	?	-10%[53 µM]	-9%	6%	-2.4%
CC(=O)c1ccc(-c2ccc(C(=O)N3CCN(c4ccc(F)cc4)CC3)o2)cc1	-1%	-22%	0%	-22%	-3%	-21%	7%	1.1%
Cc1cc(C)cc(N(CC(=O)NC2CCCCC2)C(=O)CCC(=O)Nc2cc(C)ccn2)c1	1%	-8%	1%	1%	0%	0%[46.1 µM]	16%	1.0%
Cc1nc(NC(=O)C(Cl)Cl)sc1C(=O)N(C)C	0%	1%	-7%	-7%	-3%	2%	5%	1.1%
Cc1ccc(S(=O)(=O)Nc2ccc3c(c2)ncn3C(C)(C)C)cc1	-2%	-3%	4%	0%	4%	-8%[46.1 µM]	2%	-1.0%
Cc1ccccc1S(=O)(=O)c1c(C)cc(-c2ccccc2)[nH]c1=O	-1%	5%	-5%	-2%	-1%	-20%[46.1 µM]	9%	-1.3%
Cc1nnc(NC(=O)CCC(=O)N2CCC(C)CC2)s1	-3%	-2%	0%	1%	5%	0%[46.1 µM]	-5%	0.8%
COC(=O)C1CCCN1S(=O)(=O)c1ccc2ccccc2c1 (stereo not given)	-1%	?	3%	-5%	-25%	-15%[46.1 µM]	-16%	0.3%
CCCCN(CC)C(=O)Nc1ccc2c(c1)N(C)C(=O)c1ccccc1S2	-2%	/	?	?	-5%	/	/	11%
(continued)
SMILES	TexasRed fluor	CBFb RUNX1 block	Tau fibril FP	Tau fluor counter	TRb SRC2 PPI	NPSR antag	aGal spleen mod	Epigenetic reg
CCOC(=O)Cc1cc(-c2ccc(F)cc2)nc2ccc3ccccc3c12	-3%	2%	3%	-5%	13%	?	-1%	0.0%
CCN1CCCC1CNC(=O)CS(=O)(=O)Cc1nc(-c2ccccc2C)oc1C (stereo not given)	1%	-18%	-2%	3%	-31%	2%[46.1 µM]	15%	0.0%
Cc1ccc(N=Cc2c(C)[nH]n(-c3nc4ccccc4[nH]3)c2=O)cc1	-5%	?	1%	-19%	0%	12%	3%	-1.9%
CN1/C(=C\C=C2/C(=O)Oc3ccccc3C2=O)C(C)(C)c2ccccc21	-1%	-10%	13%	?	2%	-17%	-18%	14µM*
COC(=O)c1ccccc1NC(=O)Cn1c(=O)n(-c2ccc(Cl)cc2)c(=O)c2c(C)c(C)sc21	-2%	/	-5%	-10%	-4%	/	/	-2.4%
Cc1cc(S(=O)(=O)NC2CCCCC2)ccc1OCC(=O)N1CCOCC1	2%	5%	10%	-2%	-18%	-4%[46.1 µM]	8%	-2.3%
COc1cc([N+](=O)[O-])ccc1NC(=O)CN1CCOCC1	5%	1%	12%	5%	14%	12%	-6%	1.3%
CCCOc1ccc(OC(=O)c2ccc(Br)o2)cc1	0%	4%	-2%	-7%	-6%	-14%[46.1 µM]	-1%	0.0%

The list is partial. The share of hits here may be higher or lower than overall.
